# MrgX1 agonist – agonists of human MrgX1 receptor, primary screen, HEK293 cells, Fluo-4 calcium flux; Mas-related G-protein coupled receptor member X1 (Homo sapiens), Q96LB2; Fluo-4 calcium fluorescence, agonist mode; active compounds read high; B-score at 10 µM; 310,000 tested, 0.44% active; AID 588627, 2011;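 active means calcium response B-score plate-corrected fluorescence ratio at least 3 library SD, with starting fluorescence B-score inside 5 SD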
#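 Assay system: stable human MrgX1 HEK293 cell line. Quantity: 15,000 cells per well. Schedule: cells plated overnight, dye loaded 0.5 h 37 °C, 0.5 h room temperature. Detection: Fluo-4 NW calcium-flux fluorescence, kinetic read. Read-out basis: peak-minus-minimum fluorescence over baseline, converted to B scores. Control set: positive and negative control wells on each plate.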
# SKKanGAS inh – S. pyogenes SKKanGAS growth inhibitors in kanamycin, primary screen, streptokinase expression inhibitor project, SKKanGAS strain, BacTiter-Glo luminescence | 6 h | inhibition, % at 7.5 µM | 300,000 tested, 1.3% active | AID 1662, 2009;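 active means mean replicate score, as percent of positive control median, at least 50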;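 further: strain carries kanamycin resistance gene driven by streptokinase promoter and grows in 40 µg/ml kanamycin; loss of luminescence reflects streptokinase promoter inhibition or plain growth inhibition; 0% = median of DMSO wells and 100% = positive control at its reference dose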
# MrgX1 antagonist – antagonists of human MrgX1 receptor, primary screen, HEK293 cells, Fluo-4 calcium flux. BAM8-22 antagonism; active compounds read low. 310,000 tested, 1.3% active. AID 588676, 2011. Mas-related G-protein coupled receptor member X1 (Homo sapiens), Q96LB2. B-score at 10 µM;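 active means calcium-response B-score plate-corrected more than 3 library SD below zero, starting fluorescence within 5 deviations, no agonist response on first addition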;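 further: peak minus trough fluorescence over baseline after final BAM8-22 challenge near maximal dose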
# TRPC6 activator – mouse TRPC6 channel activators, primary screen, cell-based, HEK293, membrane potential dye; Short transient receptor potential channel 6 (Mus musculus), Q61143; HEK293-TRPC6 membrane potential dye fluorescence; active compounds read high; B-score at 10 µM; 310,000 tested, 0.13% active; AID 2550, 2010;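 active means B-score of the integrated fluorescence ratio above library mean plus 3 SD, and starting fluorescence ratio within library mean plus 5 SD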;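 further: higher score means more depolarization so channel activation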
# Target sequence (Q61143 whole entry, looked up): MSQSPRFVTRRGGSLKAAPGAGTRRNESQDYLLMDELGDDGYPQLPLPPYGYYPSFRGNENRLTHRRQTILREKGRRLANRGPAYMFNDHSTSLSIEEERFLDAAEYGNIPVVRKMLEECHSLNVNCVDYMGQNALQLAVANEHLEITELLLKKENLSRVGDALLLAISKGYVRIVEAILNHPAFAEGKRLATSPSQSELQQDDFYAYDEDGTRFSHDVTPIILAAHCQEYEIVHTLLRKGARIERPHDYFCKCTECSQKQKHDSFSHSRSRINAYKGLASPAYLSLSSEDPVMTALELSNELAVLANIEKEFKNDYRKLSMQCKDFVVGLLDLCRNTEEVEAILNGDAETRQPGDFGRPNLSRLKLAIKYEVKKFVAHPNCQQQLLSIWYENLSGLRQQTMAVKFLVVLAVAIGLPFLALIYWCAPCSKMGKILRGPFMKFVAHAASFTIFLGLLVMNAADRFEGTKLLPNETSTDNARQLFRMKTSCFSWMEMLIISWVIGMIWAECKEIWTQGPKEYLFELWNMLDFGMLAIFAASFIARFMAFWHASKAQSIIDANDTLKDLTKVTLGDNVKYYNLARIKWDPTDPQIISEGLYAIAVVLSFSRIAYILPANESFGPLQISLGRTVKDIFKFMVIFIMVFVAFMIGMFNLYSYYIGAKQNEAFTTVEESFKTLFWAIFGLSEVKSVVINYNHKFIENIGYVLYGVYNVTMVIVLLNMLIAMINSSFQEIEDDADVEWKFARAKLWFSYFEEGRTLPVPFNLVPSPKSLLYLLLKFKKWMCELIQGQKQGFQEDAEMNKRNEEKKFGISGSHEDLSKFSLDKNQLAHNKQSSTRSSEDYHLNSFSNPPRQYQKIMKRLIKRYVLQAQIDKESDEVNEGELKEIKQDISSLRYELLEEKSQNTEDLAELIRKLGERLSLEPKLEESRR
# ANO1 activ – TMEM16A chloride channel activators or potentiators, primary screen, cell-based, HTS; Anoctamin-1 (Mus musculus), Q8BHY3; HEK293 TMEM16A/YFP-H148Q/I152L, iodide quench fluorescence; active compounds read low; B-score at 10 µM; 340,000 tested, 0.3% active;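 active means fluorescence-ratio B-score plate-corrected deviation score at least 3 library SD below zero, with starting fluorescence score within 5 deviations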;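 further: channel opened by trigger with iodide after compound preincubation; score built on the fluorescence ratio of max minus min over baseline; more negative score means more quench and so TMEM16A activation or potentiation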
# TRPC4 potent – positive allosteric modulators of TRPC4, primary screen, cell-based, mouse TRPC4beta, HEK293 mu-opioid, Fluo-4 calcium; Short transient receptor potential channel 4 (Mus musculus), Q9QUQ5; DAMGO EC20, Fluo-4 Ca2+ flux; active compounds read high; B-score at 10 µM; 310,000 tested, 0.42% active;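 active means B-score of calcium response area above 5 SD of library B-scores, with initial fluorescence ratio within 5 SD of library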;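 further: B-score of integrated fluorescence ratio over time as area under calcium response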
# TRPC4 agonist – activators of mouse TRPC4 channel, primary screen, Fluo4 calcium, HEK293 TRPC4beta/mu-opioid cells; Fluo4 calcium fluorescence; active compounds read high; B-score at 10 µM; 310,000 tested, 0.49% active; AID 2237, 2010;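 active means B-score above 5 SD of library B-scores, and initial fluorescence ratio not above library mean plus 5 SD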;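 further: positive B-score marks a calcium rise read as TRPC4 activation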
#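 System: HEK293 cells stably co-expressing mouse TRPC4beta and mu-opioid receptor; Schedule: Fluo4 dye loading 45 min at room temperature, 110 s recording; Detection: Fluo4 fluorescence, kinetic; Evaluation: B-scored integrated calcium fluorescence ratio; Controls: buffer (low) and maximal DAMGO (high).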
# TMEM16A inh – TMEM16A chloride channel inhibitors, primary screen, cell-based, HTS; Anoctamin-1 (Mus musculus), Q8BHY3; HEK293 TMEM16A/YFP iodide influx fluorescence, ionomycin; normalized B-score (activity score, 25-100; higher = stronger inhibition) at 10 µM; 310,000 tested, 1.2% active; AID 588511, 2011;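 active means ratio plate-corrected score three or more library SD toward inhibition, starting fluorescence score within five deviations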;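 further: score derived from kinetic fluorescence span divided by baseline fluorescence per well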
# TRPC4 block – inhibitors of mouse TRPC4 channel, primary screen, Fluo4 calcium, HEK293 TRPC4beta/mu-opioid cells. B-score at 10 µM. 300,000 tested, 0.39% active. DAMGO-evoked Fluo4 calcium flux; active compounds read low. Short transient receptor potential channel 4 (Mus musculus), Q9QUQ5;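 active means B-score over 3 SD under the library average, no early fluorescence shift, positive overall ratio signal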
#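 Material: HEK293 cells with stable TRPC4beta plus mu-opioid receptor expression / Probe or stimulus: DAMGO in two steps, submaximal then maximal / Compound: single concentration per test compound / Technique: kinetic Fluo4 fluorescence imaging of calcium influx / Read-out: per-well B score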
# TRPC6 inhibitor – mouse TRPC6 channel inhibitors, primary screen, cell-based, HEK293, membrane potential dye; ACh-evoked depolarization; active compounds read low; AID 2553, 2010; Short transient receptor potential channel 6 (Mus musculus), Q61143; 310,000 tested, 1.1% active; B-score at 10 µM;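 active means B-score under library mean minus 3 SD, initial fluorescence not abnormally high, positive integrated signal ratio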;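 further: B-score derived from integrated fluorescence ratio over the kinetic read; more negative B-score means stronger inhibition of depolarization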
# MrgX1 PAM – positive allosteric modulators of MrgX1, primary screen, HEK293 cells, Fluo-4 calcium flux | FDSS; active compounds read high | B-score at 10 µM | 310,000 tested, 0.63% active | Mas-related G-protein coupled receptor member X1 (Homo sapiens), Q96LB2;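 active means plate-corrected calcium response at least 3 library SD above typical, normal starting fluorescence, not activating the receptor alone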;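 further: compound read alongside a low EC10 to EC30 dose of BAM8-22 agonist; peak minus trough fluorescence over baseline measured at the second addition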
# Active calls of the source: *; i = inactive; . = no result given. This is a random part of the collection. About 6.7% of those tested had a hit in this group.
SMILES,MrgX1 agonist,SKKanGAS inh,MrgX1 antagonist,TRPC6 activator,ANO1 activ,TRPC4 potent,TRPC4 agonist,TMEM16A inh,TRPC4 block,TRPC6 inhibitor,MrgX1 PAM
CCN1CCn2c3c(c4cc(C)ccc42)CCCC31 (stereo unspecified),i,1.6,i,i,i,i,i,i,i,i,i
Cc1ccc(OCCCCN2CCC(C)CC2)cc1,i,-2.7,i,i,i,i,i,i,i,i,i
COc1ccc(OCCNC(=O)c2cccc(Oc3ccc(C(F)(F)F)cc3[N+](=O)[O-])c2)cc1,i,6.3,i,i,i,i,i,i,i,i,i
CC1(c2nnc(-c3ccc(Cl)cc3)o2)CC(c2ccc([N+](=O)[O-])cc2)=NO1 (stereo unspecified),i,2.6,i,i,i,i,i,i,i,i,i
CCCCC(=O)N1CC(=O)Nc2ccc(F)cc2C1c1ccc(F)cc1 (stereo unspecified),i,-3.2,i,i,i,i,i,i,i,i,i
COC(=O)c1cnc(NNS(=O)(=O)c2ccc(C(F)(F)F)cc2)nc1C(F)(F)F,i,1.5,i,i,i,i,i,i,i,i,i
CC(C)C[C@@]12C(=O)N(c3cccc(F)c3)C(=O)N1[C@H](c1ccc(Cl)cc1)[C@@H]1C(=O)N(C3CCCCC3)C(=O)[C@@H]12,i,7.5,i,i,i,i,i,i,i,i,i
O=C(O)Cc1nn(Cc2ccc(Cl)cc2)c(=O)c2ccccc12,i,-3.4,i,i,i,i,i,i,i,i,i
Cc1ccccc1C(OCCN(C)C)c1ccccc1 (stereo unspecified),i,-0.8,i,i,i,i,i,i,i,-5.01*,i
Cc1ccc(OCc2nnc(SCC(=O)NCc3ccccc3)n2C)cc1,i,-3.7,i,i,.,i,i,i,i,i,i
CCCCn1c(SCC(=O)NC2CCCC2)nnc1-c1ccco1,i,0.2,i,i,i,i,i,i,i,i,i
O=C(CC12CC3CC(CC(C3)C1)C2)N/N=C/c1ccncc1,i,8.1,i,i,i,i,i,i,i,i,i
O=C(/C=C/Nc1ccc(F)cc1F)c1ccc(Br)cc1,i,-1.5,i,i,i,i,i,i,i,i,i
CCOC(=O)Cn1nc(-c2ccccc2)c(-c2ccccc2)nc1=O,i,-0.6,i,i,i,i,i,i,i,i,i
COc1ccc(N=C2NC(=O)/C(=C/c3ccc(O)c(OC)c3)S2)cc1,i,40.4,i,i,i,i,i,i,i,i,i
Cn1nc(Oc2nc(N3CCOCC3)nc(N3CCOCC3)n2)ccc1=O,i,-4.9,i,i,i,i,i,i,i,i,i
CC(NC(=O)Cc1ccc(F)cc1)c1ccc(F)cc1 (stereo unspecified),i,-13.1,i,i,i,i,i,i,i,i,i
Nc1ccccc1SCc1c(Cl)cccc1Cl,i,-0.6,i,i,i,i,i,i,i,i,i
COc1ccc(/C=N/NC(=O)CNc2n[nH]c(=O)[nH]c2=O)cc1OC,i,-0.3,i,i,i,i,i,i,i,i,i
CCn1c(=O)c2sccc2n(Cc2cc(C(=O)OC)ccc2OC)c1=O,i,-2.4,i,i,i,i,i,i,i,i,i
O=C(Nc1cccnc1Cl)c1ccc2c(Cl)c3c(nc2c1)CCC3,.,-6.3,.,i,i,i,i,.,i,i,.
COc1ccc(/C(C)=N/Nc2cc(C(F)(F)F)ccc2Cl)c(OC)c1,i,18.9,i,i,.,i,i,i,i,i,i
COC(=O)C1=C(C)N(c2ccc(OC)cc2)C(=O)/C1=C\c1cccs1,i,-5.4,i,i,i,i,i,i,i,i,i
O=C(CSc1nnc(SCc2ccccc2)s1)N/N=C/c1ccc(Cl)cc1Cl,i,6.7,i,i,i,i,i,i,i,i,i
COc1cc2nc(SCC(=O)c3ccc(Br)cc3)n3nc(C)nc3c2cc1OC,i,7.5,i,i,i,i,i,i,i,i,i
Oc1oc(-c2ccccc2)nc1/C=N/c1nccs1,i,0.7,i,i,i,i,i,i,i,i,i
CN(C)C(=O)N1CCC(C(=O)NCC2CCCO2)CC1 (stereo unspecified),i,4.1,i,i,i,i,i,i,i,i,i
COc1cc(NC(=S)N2CCCC(CO)C2)c(OC)cc1Cl (stereo unspecified),i,-6.9,i,i,i,i,i,i,i,i,i
CCOC(=O)c1cc2sccc2n1CC(=O)N1c2ccccc2CC1C (stereo unspecified),i,1.6,i,i,i,i,i,i,i,i,i
Cc1nn(-c2ccccc2)c(C)c1C(=O)OCc1ccc(C#N)cc1,i,-0.3,i,i,i,i,i,i,i,i,i
COc1ccc(S(=O)(=O)Nc2ccccc2)cc1,i,1.4,i,i,i,i,i,i,i,i,i
COc1cc(CN(C)C)cc(C=O)c1O,i,-7.4,i,i,i,i,i,i,i,i,i
COc1ccc(S(=O)(=O)c2nnn(-c3cccc(OC)c3)c2N)cc1,i,3.2,i,i,i,i,i,i,i,i,i
COc1ccccc1NCC(=O)Nc1cc(S(=O)(=O)N2CCOCC2)ccc1N1CCOCC1,i,-1.6,i,i,i,i,i,i,i,i,i
Fc1ccc(OCCCCCN2CCCC2)cc1,i,-3.0,i,i,i,i,i,i,i,i,i
Cc1cccc(N2CCN(c3nc4ccccc4n4cnnc34)CC2)c1C,i,13.9,i,i,i,i,i,i,i,i,i
CC(=O)NC12CC3CC(C1)CC(C(=O)N1CCN(c4ncccn4)CC1)(C3)C2,i,2.0,i,i,i,i,i,i,i,i,i
NC(=O)Cn1ccc(O)c(Cc2ccc(Cl)cc2Cl)c1=O,i,3.3,i,i,i,i,i,i,i,i,i
CSc1nc(-c2ccccc2)nn1C(=O)c1ccc(Cl)cc1,i,6.1,i,i,i,i,i,i,i,i,i
COC1=C(N2CCOCC2)C(=O)c2ccccc2C1=O,i,3.3,i,i,i,i,i,i,i,i,i
COc1ccc(NS(=O)(=O)c2ccc3[nH]c(=O)[nH]c3c2)cc1OC,i,5.2,i,i,i,i,i,i,i,i,i
COC(=O)c1ccc2c(c1)NC(=O)C(N1CCCC1)S2 (stereo unspecified),i,-8.9,i,i,i,i,i,i,i,i,i
CCC(CC)C(=O)Nc1nc(-c2ccc3c(c2)CCN3C(=O)C2CC2)c(C)s1,i,15.3,i,i,i,i,i,i,i,i,i
Cc1nn(C(=O)c2ccco2)c(C)c1Sc1ccc([N+](=O)[O-])cc1,i,-1.7,i,i,i,i,i,i,i,i,i
COC(=O)c1cc(COC(=O)c2ccc3ccccc3n2)oc1C,i,-8.2,i,i,i,i,i,i,i,i,i
CCOc1ccc(CCNC(=O)COC(=O)Cc2ccc(OC)c(OC)c2)cc1OCC,i,14.7,i,i,i,i,i,i,i,i,i
Cc1cccc(NS(=O)(=O)c2cccc([N+](=O)[O-])c2)n1,i,2.0,i,i,i,i,i,i,i,i,i
COc1ccccc1N1CCN(C(=O)COc2ccc(Cl)cc2Br)CC1,i,9.7,i,i,i,i,i,i,i,i,i
Cc1cccc(CCNC(=O)C2CCCN(c3cnccn3)C2)c1 (stereo unspecified),i,-6.8,i,i,i,i,i,i,i,i,i
COc1ccc(C(=O)C2CCCN(Cc3cccn3-c3ccccn3)C2)c(C)c1 (stereo unspecified),i,-3.8,i,i,i,i,i,i,i,-12.5*,i
# (continued)
SMILES,MrgX1 agonist,SKKanGAS inh,MrgX1 antagonist,TRPC6 activator,ANO1 activ,TRPC4 potent,TRPC4 agonist,TMEM16A inh,TRPC4 block,TRPC6 inhibitor,MrgX1 PAM
OC1CCNC(=S)N1c1ccccc1 (stereo unspecified),i,0.5,i,i,i,i,i,i,i,i,i
CCN(CC(=O)Nc1ccccc1C(=O)Nc1ccccc1)Cc1nc2ccccc2c(=O)[nH]1,i,9.5,i,i,i,i,i,i,i,i,i
CCCCC(CCC(=O)O)(C(=O)OCC)c1csc(Nc2ccc(OCC)cc2)n1 (stereo unspecified),i,-9.8,i,i,i,i,i,i,i,i,i
Cc1cc(C)c(C)c(OCCOCCNCc2ccccc2)c1,i,-0.2,i,i,i,i,i,i,i,i,i
CCOC(=O)C1=C(C(F)(F)F)Nc2ncnn2C1c1cccc(OC)c1OC (stereo unspecified),i,2.2,i,i,i,i,i,i,i,i,i
CNc1oc(Cc2cccc3ccccc23)nc1C#N,i,-1.4,i,i,i,i,i,i,i,i,i
Cc1cc(NS(=O)(=O)c2ccc(NC(=O)c3ccc(Cl)cc3[N+](=O)[O-])cc2)no1,i,0.8,i,i,i,i,i,i,i,i,i
CCOC(=O)CN1C(=O)C2(OCCCO2)c2cc(Br)ccc21,i,0.8,i,i,i,i,i,i,i,i,i
O=c1[nH]c2ccccc2cc1CN(CC1CCCO1)S(=O)(=O)c1ccc(Cl)cc1 (stereo unspecified),i,0.3,i,i,i,i,i,i,i,i,i
CN(C)C(=O)C(OC(=O)c1ccc2ccccc2n1)c1ccccc1 (stereo unspecified),i,-1.0,i,i,i,i,i,i,i,i,i

# Quoted from the listing.
# For SKKanGAS inh, `CN(C)C(=O)C(OC(=O)c1ccc2ccccc2n1)c1ccccc1` (stereo unspecified) has the entry -1.0
# For SKKanGAS inh, `Cc1cc(C)c(C)c(OCCOCCNCc2ccccc2)c1` has the entry -0.2

# From PubChem BioAssay
